# Screening results as filed in PubChem.
# RTF Ca sens act – cardiac RTF calcium sensitivity activators, primary screen, biochemical, IANBD-TnC fluorescence, EC20 calcium; Troponin I, cardiac muscle (Homo sapiens) + Troponin T, cardiac muscle (Homo sapiens) + …; IANBD-labeled TnC RTF fluorescence at EC20 calcium; 0% EC20 calcium, 100% full calcium; activation, % at 7.2 µM; 340,000 tested, 0.24% active; AID 493008, 2010;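 active = activation above the mean over all tested compounds plus 3 SD, cut at about 30% in these data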;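 also: rise in fluorescence read as greater calcium sensitivity of cardiac thin filaments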
# DAGLB inh – DAGLB lipase inhibitors, primary screen, biochemical, fluorescence, HTS; Diacylglycerol lipase-beta (Homo sapiens), Q8NCG7; HEK293T DAGLB membrane lysate, EnzChek fluorogenic substrate; inhibition, % at 5.17 µM; 340,000 tested, 0.059% active; in the data active = inhibition above about 34%;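 also: 0% = enzyme with vehicle and 100% = wells lacking enzyme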
# PKA-R2B activ – activators of PKA-R2B holoenzyme, primary screen, biochemical, fluorescence polarization, Cy5-IP20, human; PKA-R2B holoenzyme dissociation; R2B truncated from residue 108, S112A mutant; 0% DMSO only, 100% 113 µM cGMP; activation, % at 11.4 µM; cAMP-dependent protein kinase catalytic subunit beta (Homo sapiens) + cAMP-dependent …; 340,000 tested, 0.079% active;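 active = activation above a cutoff set at the mean over all compounds plus 3 SD, cut at about 18% in these data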;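 also: higher means more holoenzyme dissociation and a rise in polarization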
# CAL PDZ FP-1 – CAL PDZ peptide-binding inhibitors, primary screen, biochemical, fluorescence polarization, Cer-tagged CAL PDZ, HTS; purified CAL PDZ, TMR-peptide fluorescence polarization, 1 h; inhibition, % at 20 µM; 330,000 tested, 0.02% active; AID 504414, 2011;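 active = highest replicate inhibition of at least 40%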;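 also: plate controls were DMSO neutral control wells for no effect and unlabeled competitor peptide control wells for full effect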
#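 material = purified tagged CAL PDZ domain construct (CerCALP) | compound dosing = 20 µM, one dose | times = 1 h at RT | measured by = fluorescence polarization from S- and P-plane intensities, G-factor corrected | read-out = inhibition from polarization loss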
# LANA DNA inh – inhibitors of KSHV C-LANA binding to DNA, primary screen, biochemical, fluorescence polarization, FAM-LBS DNA, MBP-C-LANA, single point; Kaposi's sarcoma herpesvirus LANA C-terminal domain (residues 932-1162) DNA binding; inhibition, % at 9 µM; 340,000 tested, 0.078% active; AID 504423, 2011;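 active = highest replicate inhibition at or above 60% at 9 µM, even if other replicates fall short; inactive = all replicates below 60% inhibition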;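 also: 0% = neutral control wells and 100% = 4 µM acridine orange control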
# RTF Ca sens inh – cardiac RTF calcium sensitivity inhibitors, primary screen, biochemical, IANBD-TnC fluorescence, EC70 calcium; IANBD-labeled cardiac RTF, Ca2+ fluorescence; 340,000 tested, 0.12% active; Troponin I, cardiac muscle (Homo sapiens) + Troponin T, cardiac muscle (Homo sapiens) + …; inhibition, % at 7.15 µM;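 active = inhibition above the mean inhibition of all tested compounds plus 3 SD, cut at about 17% in these data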;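 also: assay run at fixed EC70 calcium of 1.6 mM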
# CAL PDZ FP-2 – untagged CAL PDZ binding inhibitors, primary screen, biochemical, fluorescence polarization, HTS; 300,000 tested, 0.92% active; purified CAL PDZ, TMR-peptide fluorescence polarization, 1 h; inhibition, % at 24.9 µM; AID 602252, 2012; Golgi-associated PDZ and coiled-coil motif-containing protein (Homo sapiens), Q9HD26;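 active = mean inhibition of at least 30% with at least half of replicates also reaching 30%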;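 also: 0% = DMSO neutral control and 100% = excess unlabeled competitor peptide PRC23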
# Keap1-Nrf2 PPI – Keap1-Nrf2 protein-protein interaction inhibitors, primary screen, biochemical, fluorescence polarization, single point. inhibition, % at 9.4 µM. Kelch-like ECH-associated protein 1 (Homo sapiens), Q14145. AID 504523, 2011. Keap1 Kelch-Nrf2 peptide fluorescence polarization, 1536-well. 340,000 tested, 0.15% active; in the data active = inhibition above about 12%;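 also: human Keap1 Kelch domain with fluorescein labeled Nrf2 9mer peptide probe; 0% = neutral control wells and 100% = peptide positive control; higher means more block of Keap1 binding to Nrf2 peptide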
# Target sequence (Q14145 whole entry, looked up, the tested form may be a part): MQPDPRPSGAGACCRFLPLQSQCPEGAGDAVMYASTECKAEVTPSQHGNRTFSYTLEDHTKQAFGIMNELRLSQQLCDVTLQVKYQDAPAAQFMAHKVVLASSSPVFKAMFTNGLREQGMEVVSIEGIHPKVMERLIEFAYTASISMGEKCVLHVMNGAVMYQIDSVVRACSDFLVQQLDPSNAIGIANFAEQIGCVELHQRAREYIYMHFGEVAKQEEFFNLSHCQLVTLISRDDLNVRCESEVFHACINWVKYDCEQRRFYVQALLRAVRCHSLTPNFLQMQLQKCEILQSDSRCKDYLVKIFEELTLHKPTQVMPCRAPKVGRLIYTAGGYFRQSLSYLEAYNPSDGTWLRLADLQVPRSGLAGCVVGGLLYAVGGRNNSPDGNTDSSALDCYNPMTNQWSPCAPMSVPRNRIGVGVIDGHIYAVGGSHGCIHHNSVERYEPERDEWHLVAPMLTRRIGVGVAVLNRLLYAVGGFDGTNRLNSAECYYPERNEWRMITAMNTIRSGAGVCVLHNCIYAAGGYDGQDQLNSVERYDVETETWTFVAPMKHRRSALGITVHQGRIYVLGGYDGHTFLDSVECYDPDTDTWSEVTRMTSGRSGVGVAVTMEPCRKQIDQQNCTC
# Rtt109 Vps75 – inhibitors of C. albicans Rtt109/Vps75 HAT, primary screen, biochemical, ThioGlo CoA-SH fluorescence, plate reader. Histone acetyltransferase RTT109 (Candida albicans (strain SC5314 / ATCC MYA-2876)), …. purified Rtt109/Vps75, 4 h. inhibition, % at 34.9 µM. 330,000 tested, 0.16% active. AID 540336, 2011;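 active = inhibition of at least 50% in every replicate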
# Target sequence (Q5AAJ8 whole entry, looked up): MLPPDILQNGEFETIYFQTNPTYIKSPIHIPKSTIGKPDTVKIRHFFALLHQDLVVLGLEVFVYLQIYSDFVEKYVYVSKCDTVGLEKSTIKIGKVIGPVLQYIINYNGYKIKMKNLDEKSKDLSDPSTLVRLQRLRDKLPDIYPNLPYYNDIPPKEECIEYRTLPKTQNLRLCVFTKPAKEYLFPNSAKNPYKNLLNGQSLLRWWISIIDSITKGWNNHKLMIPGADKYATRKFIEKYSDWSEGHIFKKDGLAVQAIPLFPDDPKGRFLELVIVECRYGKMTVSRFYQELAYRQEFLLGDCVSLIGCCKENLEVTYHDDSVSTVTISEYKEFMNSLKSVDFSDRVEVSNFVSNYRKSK
# SR-BI uptake up – activators of SR-BI mediated DiI-HDL uptake, primary screen, ldlA[mSR-BI] CHO cells, DiI fluorescence. 3 h; 100 = double the neutral-control signal. activation, % at 12.5 µM. 320,000 tested, 0.096% active. AID 504775, 2011;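 active = mean replicate activation of at least 60% and every replicate at or above 60%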;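 also: 0% = median plate neutral-control signal and 100% = twice that signal; values of inactives mirror those of a sister screen read the other way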
#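 material = CHO ldlA[mSR-BI] cells | medium = Ham's F12 with 0.5% BSA, HEPES 25 mM, pH 7.4 | reagent = fluorescent DiI-HDL, 10 µg/mL final | compound dosing = single-point compound dose | incubation = 3 h, 37 °C | measured by = bottom-read fluorescence, 550/595 nm | measure = HDL uptake via cellular fluorescence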
# * hit, by the source's call; · = no result given.
# Order of results: RTF Ca sens act	DAGLB inh	PKA-R2B activ	CAL PDZ FP-1	LANA DNA inh	RTF Ca sens inh	CAL PDZ FP-2	Keap1-Nrf2 PPI	Rtt109 Vps75	SR-BI uptake up
O=C(Nc1c(F)cccc1F)C1CCN(C(=O)c2cccs2)CC1
    -3	-1	3	-1.5	-0.7	4	2	-2	3	4
O=C(/C=C1\NC2(CCCC2)Cc2ccccc21)N1CCOCC1
    -3	-4	1	-0.1	-1.3	-7	-1	-16	10	-4
CC1(C)CC(=O)C(C=Nc2ccccc2)=C(O)C1
    0	1	1	-0.4	0.1	-10	-3	2	-4	5
COc1cc(NC(=O)COC(=O)c2ccc(S(=O)(=O)N3CC(C)CC(C)C3)cc2)c(C)cc1[N+](=O)[O-] (stereo not given)
    1	-3	-8	0.3	-2.1	-5	2	-6	11	5
Clc1ccc2c(c1)C(C1=NCCN1)c1ccccc1CS2 (stereo not given)
    0	-3	4	0.1	-0.1	3	-4	-1	0	27
COc1ccc(CCNS(=O)(=O)c2ccc(Cl)cc2)cc1OC
    2	-1	4	0.3	0.9	-16	-1	-3	3	-1
Cc1cc(Nc2ccc(Br)cc2)nc2ccccc12
    5	-9	-6	0.0	-0.5	2	-2	-3	9	-19
O=C(c1ccc(CS(=O)(=O)Cc2ccccc2)cc1)N1CCCCC1
    4	0	-6	-0.1	0.6	-7	3	-4	-5	8
CCNC(=S)Nc1cc(C)ccn1
    -1	-1	-9	0.1	2.0	-7	-1	-4	3	13
CCCNc1nc2c(c(=O)n(C)c(=O)n2C)n1Cc1ccc(F)cc1
    3	1	-6	0.4	-0.3	-8	·	-8	-5	-1
CCOc1ccc(NS(=O)(=O)c2ccc3c(c2)n(C)c(=O)n3C)cc1
    0	-1	7	-1.0	-0.2	-2	-4	-3	·	13
CC1(NC(=O)Cc2ccc(S(=O)(=O)N3CCOCC3)s2)CCS(=O)(=O)C1 (stereo not given)
    -3	-2	-3	0.6	1.4	8	-8	-1	2	20
CCN(CC)S(=O)(=O)c1ccc(Cl)c(NC(=O)COC(=O)C2CCCCC2)c1
    -2	-6	5	-0.3	-0.2	-3	4	3	2	-20
CCCCN(C)CCNC(=O)C1CCN(S(=O)(=O)c2cccc3nsnc23)CC1
    0	-2	2	-1.5	-1.0	-8	-5	-1	-17	34
CNS(=O)(=O)c1cccc(C(=O)OCC(=O)Nc2ccc(OC)cc2[N+](=O)[O-])c1
    -1	3	-11	-0.1	0.2	0	-4	-3	·	-29
Cc1nc(C(=O)Nc2ccc(F)cc2)nn1-c1ccc([N+](=O)[O-])cc1
    0	0	0	-0.1	0.4	-5	-2	2	-9	-18
C=CCn1c(SCC(=O)Nc2ccc3c(c2)OCCO3)nnc1-c1ccccn1
    0	-3	7	-1.0	2.1	1	-5	4	-7	8
CCC(c1nnnn1Cc1ccco1)N(CCc1ccccc1)Cc1cc2cc(C)ccc2[nH]c1=O (stereo not given)
    -2	3	0	-1.0	-1.0	-6	-3	-14	3	-1
CCOC(=O)NNc1ccc2nonc2c1[N+](=O)[O-]
    ·	·	·	-1.7	7.0	·	·	3	9	4
CC(C)n1c(SCC(=O)NCc2ccco2)nc2c1c(=O)n(C)c(=O)n2C
    -2	1	-8	0.0	0.8	1	-2	-2	-4	1
COc1ccccc1N(C)S(=O)(=O)c1ccc(C)c(C(=O)N2CCCCCC2)c1
    -3	1	-4	-0.9	1.9	-1	-1	-2	-3	-15
CC1=C(C)CC(C(=O)Nc2nc(-c3ccc(F)cc3)c(C)s2)C(C(=O)O)C1 (stereo not given)
    0	1	4	-0.8	2.8	13	-3	-5	-5	-13
O=C(CSc1nc(=O)n2ccccc2n1)NCc1ccccc1Cl
    1	2	-4	-1.3	0.6	-20	-1	1	-14	25
Cc1cc(Cl)ccc1OC(C)C(=O)NCCc1ccc2c(c1)OCCO2 (stereo not given)
    1	-4	2	-3.4	-1.1	-17	-3	-2	·	15
Nc1c(Sc2ccccc2)c(=O)[nH]c(=O)n1Cc1ccccc1
    -4	0	-1	-2.4	-0.1	-4	-3	4	1	-14
COc1cccc(/C=C2\SC(N3CCC(C)CC3)=NC2=O)c1OC
    -3	-3	0	-0.4	-1.5	-7	-4	4	-3	-5
Cc1cc(C(=O)OCC(=O)NC2CCCC(C)C2C)c(C)o1 (stereo not given)
    -6	-3	2	-1.2	0.6	0	-7	2	6	10
O=C(Nc1ccc(Cl)cc1)c1cccc(N2C(=O)C3C4CCC(C4)C3C2=O)c1 (stereo not given)
    0	0	2	0.4	-4.3	-3	0	6	10	-13
CSc1c(CC(=O)Nc2ccc(F)cc2)n(Cc2ccccc2)c2ccccc12
    -7	-9	-2	0.4	2.1	3	-2	1	-1	-28
Cc1cc(C)c(S(=O)(=O)/N=C2\C=C(Nc3ccc(C(=O)O)cc3)C(=O)c3ccccc32)c(C)c1
    -6	36*	-13	1.3	9.7	-3	15	0	24	-20

# The last 2 compounds of the part above come first, to join the parts:
# Order of results: RTF Ca sens act	DAGLB inh	PKA-R2B activ	CAL PDZ FP-1	LANA DNA inh	RTF Ca sens inh	CAL PDZ FP-2	Keap1-Nrf2 PPI	Rtt109 Vps75	SR-BI uptake up
CSc1c(CC(=O)Nc2ccc(F)cc2)n(Cc2ccccc2)c2ccccc12
    -7	-9	-2	0.4	2.1	3	-2	1	-1	-28
Cc1cc(C)c(S(=O)(=O)/N=C2\C=C(Nc3ccc(C(=O)O)cc3)C(=O)c3ccccc32)c(C)c1
    -6	36*	-13	1.3	9.7	-3	15	0	24	-20
Cc1ccc(S(=O)(=O)Nc2ncc(C(F)(F)F)cc2Cl)cc1
    2	3	-20	-1.7	-0.4	-4	1	-1	-2	22
COc1ccc(-c2ccc3oc(-c4ccc(OC)cc4)c(C#CCCO)c3c2)cc1
    -1	1	1	0.9	0.7	0	-2	-3	-7	-45
C[C@H](NC(=O)N1CCn2c1nc1ccccc12)C(=O)NCCc1ccccc1
    -4	1	-11	-3.2	-1.4	-4	-1	-1	-13	-1
CCC1(c2ccc(F)cc2)NC(=O)N(CC(=O)N2CCc3ccccc3C2)C1=O (stereo not given)
    -4	2	-8	-2.0	0.3	-22	-3	3	1	-9
C=CCN(C(=O)CCC(=O)O)C1CC(=O)N(c2ccc(OCCC)cc2)C1=O (stereo not given)
    0	-3	9	-1.3	0.0	-2	-2	-1	-1	-13
Cc1c(C(=O)O)oc2c1/C(=N\O)CCC2
    4	4	-8	-3.0	0.6	4	-3	-1	-12	9
Cc1ccc(C(=O)NCCNC(=O)c2ccc(C)o2)o1
    1	0	-3	0.7	0.7	9	-3	1	2	1
COc1ccccc1CCNC(=O)c1cnn2c(C(F)F)cc(C)nc12
    -3	-8	-9	-2.5	0.7	-3	-3	-1	5	-9
COc1ccccc1N1CCN(C(=O)CCc2c[nH]c3ccccc23)CC1
    3	2	-7	-0.9	2.4	-3	·	1	0	-20
COc1ccc(S(=O)(=O)N2CCOCC2)cc1NC(=O)Cc1ccsc1
    1	1	-1	-0.6	-2.9	-5	-6	6	4	-59
Cc1cc(NC(=O)CCCn2ccc([N+](=O)[O-])n2)n(Cc2ccc(F)cc2)n1
    3	0	-1	-1.1	-0.9	-7	4	-7	-3	7
COc1cccc(OCCn2cc(C=O)c3ccccc32)c1
    1	-3	5	-0.9	-0.4	-3	6	4	7	-4
O=C(NNS(=O)(=O)c1ccc2ccccc2c1)c1cccnc1
    5	2	7	-2.2	-0.9	-15	-2	1	0	-31
CCOC(=O)c1sc(=NC(=O)c2ccccc2Br)n(C)c1C
    -7	-2	-10	-0.1	0.5	-5	·	-1	-5	-36
Cc1nn(C)cc1C(C)NC(=O)c1cc(COc2ccc(F)c(F)c2)on1 (stereo not given)
    2	1	-10	-3.3	-0.8	-4	-12	-1	4	-25
C=CCn1c(SCc2nc3ccccc3c(=O)[nH]2)nc2scc(C3CC3)c2c1=O
    -2	4	-5	-1.5	2.1	-19	-3	-4	-3	·
Cc1nc2nc(CC(=O)O)[nH]n2c(=O)c1[N+](=O)[O-]
    3	-2	5	-2.3	0.3	-3	-5	-4	-2	·
Cc1cc(C(=O)Nc2cccc([N+](=O)[O-])c2C)cs1
    -1	0	-11	-0.5	1.3	0	·	-3	-4	18
COc1ccc(-c2nnc(SC)n2C)cc1
    -2	-2	-2	-0.5	0.9	0	·	1	2	0
O=C(CN1C(=O)C2CCCCC2C1=O)Nc1nc(-c2ccc(F)cc2)cs1 (stereo not given)
    -5	-1	-10	-0.7	-1.1	-5	-1	-2	3	-43
Cc1ccc(S(=O)(=O)N2CCCC(C)C2)cc1 (stereo not given)
    2	-2	-7	0.9	-1.0	-13	·	0	-3	·
CCCCNCC1C(Oc2ccc(Cl)cc2)C(=O)N1c1ccccc1C (stereo not given)
    -3	-6	-6	-1.9	-1.8	2	-2	4	·	-7
COc1ccccc1NC(=O)N(CCN1CCCC1)Cc1cc2cc(C)ccc2[nH]c1=O
    -2	2	2	-3.2	-2.4	-13	·	-1	27	18
COC(=O)C1=C(N)OC2=C(C(=O)CC(C)(C)C2)C1c1cccs1 (stereo not given)
    6	-1	4	-0.2	-0.4	-7	-1	-3	10	822*
CCn1cc(/C=C(\NC(=O)c2ccc(OC)c(OC)c2)C(=O)NCCN2CCOCC2)c2ccccc21
    -4	-7	4	-2.4	-0.4	6	-4	-4	5	5
NS(=O)(=O)c1ccc(CNC(=O)c2cnccn2)cc1
    0	-1	-10	-0.8	0.3	0	5	-1	12	17
CCOC(=O)c1c(C)[nH]c(C(=O)N/N=C/c2ccc(OC)c(OC)c2)c1C
    2	-9	-13	-2.8	-0.9	-6	-5	-3	5	-34
CSCCC(NC(=O)c1ccccc1Br)C(=O)N1CCN(C/C=C/c2ccccc2)CC1 (stereo not given)
    -6	-1	7	-0.6	-0.8	-3	-1	-6	-21	-53
